uPA generation: cell surface uPA generation inhibition; cell surface uPA generation assay, qHTS; Potency, µM (top dose mostly 38.3 µM), without a hit: top-dose activity change, negative = inhibition, hits mostly inhibitors; 330,000 compounds, 0.31% hits; AID 540303; active means well fitted inhibition curve with a large enough effect; inconclusive means small, poorly fitted or top-dose-only effect; inactive means no such curve, though single readings can be large or run the other way; tested in mouse RAW 264.7 cells; further: on the % scale 0 is the no-effect control and ±100 the full control effect; nearly all actives have a fitted effect of over 55% in size
MBNL1-CUG inh: inhibitors of human MBNL1 binding to CUG repeat RNA. Q9NR56. TR-FRET MBNL1-His/biotin-(CUG)12 binding, 665/545 ratio. Potency, µM (series often up to 57.5 µM), for the others: top-dose activity change, negative = inhibition, most hits filed as inhibitors. 280,000 compounds, 0.036% hits. AID 2675; active means well fitted inhibition curve with a large enough effect in the signal ratio, with a control signal flat, not every such curve was filed as active; inconclusive means small, poorly fitted or top-dose-only effect, or effect the other way, or a change in a side signal; inactive means no such curve, though single readings can be large or run the other way; the % refers to the signal ratio; further: on the % scale 0 is the no-effect control and ±100 the full control effect
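TR-FRET between His-tagged MBNL1 and biotin-(CUG)12 RNA, detected with Tb anti-His antibody (0.055 ng/ul) and streptavidin-XL665 (5 nM), 60 min at room temperature. Compounds titrated 92 nM to 58 uM; 665/545 nm ratio normalized to buffer and complex controls.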
MLL CXXC-DNA inh: inhibitors of human MLL CXXC domain-DNA interaction; 290,000 compounds, 0.037% hits; MLL-CXXC / FITC-HOXA9 DNA fluorescence polarization; Q03164; Potency, µM (doses to about 115 µM), for inactives: top-dose activity change, negative = inhibition, hits mostly inhibitors; active means well fitted inhibition curve with a large enough effect in the polarisation, with a control signal flat, not every such curve was filed as active; inconclusive means small, poorly fitted or top-dose-only effect, or effect the other way, or a change in a side signal; inactive means no such curve, though single readings can be large or run the other way; the % refers to the polarisation
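Purified MLL-CXXC (added from a 7 uM solution) was preincubated 5 min at ambient with pinned compounds in 50 mM Tris-HCl pH 7.5, 50 mM NaCl, 1 mM DTT, 0.05% BSA. Fluorescein-labeled HOX-A9 DNA (50 nM solution) followed, 30 min, then polarization read.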
FLuc counter: inhibits or activates purified firefly luciferase, miR-21 counter-screen | 360,000 compounds, 6.9% hits | purified FLuc, Km substrates, luminescence inhibition | Potency, µM (top dose mostly 57.5 µM), without a hit: at the top dose activity change, negative = inhibition, usual class: inhibitors;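 further: plate controls were vehicle for no effect and reference inhibitor for full effect; nearly all actives have a fitted effect of over 55% in size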
Target sequence (P08659 whole entry, looked up): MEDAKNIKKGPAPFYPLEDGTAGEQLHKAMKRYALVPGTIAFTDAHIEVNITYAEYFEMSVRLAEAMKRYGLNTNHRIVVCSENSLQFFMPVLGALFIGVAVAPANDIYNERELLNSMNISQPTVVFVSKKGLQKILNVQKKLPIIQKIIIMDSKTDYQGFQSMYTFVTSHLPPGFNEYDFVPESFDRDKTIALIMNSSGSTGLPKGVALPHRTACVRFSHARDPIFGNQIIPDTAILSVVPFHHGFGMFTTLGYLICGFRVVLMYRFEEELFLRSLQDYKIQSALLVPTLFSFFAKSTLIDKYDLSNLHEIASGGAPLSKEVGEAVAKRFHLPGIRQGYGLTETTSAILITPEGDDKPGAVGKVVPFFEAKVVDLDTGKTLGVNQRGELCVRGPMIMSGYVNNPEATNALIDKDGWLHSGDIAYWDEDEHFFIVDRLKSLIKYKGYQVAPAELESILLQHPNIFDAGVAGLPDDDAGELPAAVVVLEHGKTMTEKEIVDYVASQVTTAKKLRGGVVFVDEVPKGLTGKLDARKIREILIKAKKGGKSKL
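Purified P. pyralis luciferase, 10 nM final, with Km-level 10 uM D-luciferin and 10 uM ATP in 50 mM Tris acetate pH 7.5, 10 mM Mg acetate, 0.01% Tween-20, 0.05% BSA; 6-point qHTS titration about 60 µM downward; luminescence read.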
NPC1 prom act: NPC1 promoter activation. Huh7 NPC1 promoter luciferase reporter, 24 h. Potency, µM (top dose mostly 9.22 µM), for the others: at the top dose activation, hits mostly activators. 320,000 compounds, 2.4% hits. AID 485313;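 further: % of control where 0% means no effect; nearly all actives have a fitted effect of over 60% in size; reporter is driven by a mutant NPC1 promoter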
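Quantitative HTS used a cell-based reporter: Huh7 cells stably bearing the NPC1 promoter upstream of luciferase were treated with compounds for 24 h, and promoter activation was read as luminescence.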
ELG1 genotox: genotoxicity induction in ELG1-luciferase HEK293T cells | HEK293T ELG1-luciferase reporter, luminescence, 16 h | Potency, µM (top dose mostly 46 µM), without a hit: top-dose activity change, positive = activation, usual class: activators | 330,000 compounds, 1.3% hits | AID 504466; further: % of control where 0% means no effect; nearly all actives have a fitted effect of over 60% in size
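HEK293T cells expressing luciferase-tagged ELG1 were exposed to compound or DMSO vehicle for 16 hr at 37 °C and 5% CO2. Luciferase activity was then measured with ONE-Glo after 30 min at room temperature.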
Rab9 promoter act: activates the Rab9 promoter | Huh7 Rab9 promoter-luciferase reporter, luminescence, 24 h | Potency, µM (doses to about 9.22 µM), for inactives: top-dose activation, negative = inhibition, usual class: activators | 320,000 compounds, 2.8% hits; further: % of control where 0% means no effect; nearly all actives have a fitted effect of over 60% in size
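Luminescence from Amplite-detected luciferase (10 minutes, ambient) reports Rab9 promoter activation. Before that, stable Rab9-luciferase Huh7 cells (1500/well, reduced-serum OP-MEM I plus 10% FBS) were exposed to compound for 24 hours at 37C.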
RORgamma inh: ROR gamma (mouse) transcription inhibition. P51450. Drosophila S2 Gal4-RORgamma UAS-luciferase reporter, 20 h. Potency, µM (highest dose often 53.6 µM), inactives show top-dose activity change, negative = inhibition, actives largely listed as inhibitors. 310,000 compounds, 5.4% hits. AID 2551; further: on the % scale 0 is the no-effect control and ±100 the full control effect; nearly all actives have a fitted effect of over 60% in size
Target sequence (P51450 whole entry, looked up, the tested form may be a part): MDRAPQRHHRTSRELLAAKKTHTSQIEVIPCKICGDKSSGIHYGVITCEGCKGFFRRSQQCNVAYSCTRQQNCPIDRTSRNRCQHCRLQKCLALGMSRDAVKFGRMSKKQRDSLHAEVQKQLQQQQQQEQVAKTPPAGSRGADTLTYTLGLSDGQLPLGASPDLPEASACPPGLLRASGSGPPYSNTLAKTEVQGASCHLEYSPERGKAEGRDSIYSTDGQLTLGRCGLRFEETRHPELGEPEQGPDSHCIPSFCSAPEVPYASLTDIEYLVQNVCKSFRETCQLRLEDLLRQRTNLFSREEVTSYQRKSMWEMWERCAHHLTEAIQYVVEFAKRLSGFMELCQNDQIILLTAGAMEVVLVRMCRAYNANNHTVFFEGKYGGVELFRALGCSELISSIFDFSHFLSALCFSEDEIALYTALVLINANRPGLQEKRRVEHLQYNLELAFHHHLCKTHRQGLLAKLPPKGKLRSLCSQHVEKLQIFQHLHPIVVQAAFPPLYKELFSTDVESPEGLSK
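Compounds are pin-transferred onto Drosophila Schneider cells expressing a copper-inducible Gal4–ROR gamma transactivation domain fusion. After 1 hr, copper sulfate is added to 700 uM final; luciferase is read 20 hr later.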
Gal4-VP16 FLuc: inhibits Gal4-VP16 luciferase reporter, ROR gamma counter-screen; Potency, µM (series often up to 53.6 µM), without a hit: at the highest dose activity, negative = inhibition, actives largely listed as inhibitors; AID 2546; Drosophila S2 Gal4-VP16 UAS-luciferase, luminescence, 20 h; 310,000 compounds, 3.5% hits;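 further: Gal4-VP16 expression switched on by copper sulfate through the metallothionein promoter; on the % scale 0 is the no-effect control and ±100 the full control effect; nearly all actives have a fitted effect of over 50% in size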
p53 reactivation: re-activators of mutant p53; 320,000 compounds, 0.063% hits; Potency, µM (highest dose often 92.2 µM), for inactives: at the top dose activity change, positive = activation, actives largely listed as activators; H1299 p53-A138V BP100-luciferase reporter, luminescence, 24 h; further: % of control where 0% means no effect; nearly all actives have a fitted effect of over 45% in size
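p53-null H1299 cells stably carrying temperature-sensitive p53-A138V and a BP100-luciferase reporter were pinned with compounds (4-point, 1:5 series) and held 24 hrs at 37 deg C. Luminescence was read 10 min after detection reagent.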
BRCA1 expr act: activators of BRCA1 expression; Potency, µM (titrated, usually from 46.1 µM), for inactives: top-dose activation, hits mostly activators; 380,000 compounds, 1.1% hits; MCF7-BRCA1-FFLuc reporter, luminescence, 48 h; response scale: scaled: vehicle 0%, 10 µM genistein 100%; AID 624202; further: nearly all actives have a fitted effect of over 80% in size; some results filed as inactive show a strong effect at the top dose
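Luminescence from a BRCA1-driven firefly luciferase in MCF7 cells was the read-out, taken 15 min after substrate addition following 48 h compound exposure at 37 °C. Data were normalized to a 10 microM genistein control and DMSO vehicle.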
The depositor's hits bear a star; ? = inconclusive; . = no result given; [ ] = another dose, or the depositor's remark. Unless noted, the call rests on the fitted dose curve; in most records, active means well fitted curve in the direction sought with a large enough effect; inconclusive means small, poorly fitted or top-dose-only effect, or another doubt; inactive means no such curve, though single readings can be large; an effect the other way counts as inactive or inconclusive. Potency means the concentration at half of the fitted maximal effect. Only part of the results is shown; the hit share may differ from the screen's.

SMILES	uPA generation	MBNL1-CUG inh	MLL CXXC-DNA inh	FLuc counter	NPC1 prom act	ELG1 genotox	Rab9 promoter act	RORgamma inh	Gal4-VP16 FLuc	p53 reactivation	BRCA1 expr act
Brc1ccc(Nc2nc3ccccc3n3nnnc23)cc1	.	-0.3%	3.0%	-10.4%	-3.0%	-3.1%	-0.4%	7.8%	2.7%	20.1%	.
O=C1CN(C(=O)CN2CCCC2)C(c2ccccc2)c2cc(Br)ccc2N1 (configuration not stated)	1.2%	2.7%	10.4%	-1.9%	-4.0%	-0.5%	-8.0%	32.3%	-0.8%	-8.1%	-32.3%
Cc1ccc(C2=NOC(=O)/C2=C\c2ccc(C)o2)cc1	-1.4%	-4.3%	-26.9%	?	18.1%	?	-0.2%	-29.9%	11.9%	7.2%	-9.1%
CN(/N=C/c1cc(Br)cc(Br)c1O)c1cccc(C(F)(F)F)n1	6.9%	-7.5%	-1.3%	-2.5%	13.3%	-5.9%	-0.9%	-41.3%	?	6.0%	-96.7%
O=C(NCc1ccc2c(c1)OCO2)C12CN(Cc3ccccc3)CC1C(c1cccc([N+](=O)[O-])c1)=NO2 (configuration not stated)	-7.2%	13.2%	4.0%	4.2%	-1.5%	0.5%	-2.5%	-9.1%	20.2%	0.0%	0.0%
COc1cccc(C2/C(=C(\O)c3ccc(OC)c(OC)c3)C(=O)C(=O)N2c2cc(C)on2)c1 (configuration not stated)	-2.2%	64.1%[activator]	-11.4%	-4.4%	-2.3%	6.1%	2.2%	2.4%[10 µM]	5.6%	-2.0%	0.0%
CCCC(C(=O)NCc1ccco1)N(C(=O)CNS(=O)(=O)c1ccccc1)C1CCCC1 (configuration not stated)	1.0%	3.3%	1.3%	0.4%	-2.9%	0.1%	1.6%	18.6%	9.0%	-3.5%	-50.0%
COc1cc(NS(=O)(=O)c2ccc(N/C=C\C(=O)c3ccc(F)cc3)cc2)nc(OC)n1	-9.8%	8.4%	-3.9%	-15.2%	-0.8%	-1.5%	-7.4%	24.1%	4.1%	?	12.7%
CCN(CC)CCn1c(=N)n(CC(=O)c2ccc(C)cc2)c2ccccc21	7.1%	-5.8%	7.0%	-18.7%	20.6%	-3.8%	17.9%	-4.3%[1.91 µM]	-3.6%	21.4%	-44.1%
CCN1/C(=C2\SC(=S)N(Cc3ccccc3)C2=O)Sc2ccccc21	-1.6%	-4.4%	-11.7%	0.4%	4.7%	2.0%	-5.0%	1.2%	-2.1%	11.7%	-31.0%
CCCCN(C)C(=O)CNC(=O)c1nn(-c2ccc(OC)cc2OC)c(=O)c2ccccc12	7.3%	7.0%	3.5%	?	-1.4%	2.9%	21.6%	32.1%	2.2%	1.4%	-9.3%
C#CCOCCOCCOCCNc1nc(N2CCN(C(=O)[C@H](C(C)C)n3cc(CCO)nn3)CC2)nc(N2CCN(C(=O)[C@H](C(C)C)n3cc(CCO)nn3)CC2)n1	9.2%	3.6%	6.3%	0.6%	-5.4%	1.5%	0.6%	-2.3%	3.3%	7.5%	-8.7%
COC(=O)/C=C1\S/C(=N/N=C/c2ccccc2)NC1=O	-13.2%	-1.2%	23.3%	6.01µM*	2.1%	-0.1%	-2.7%	?	?	0.3%	-11.9%
Cc1cc(-c2ccccc2)[nH]c(=O)c1C#N	0.3%	12.8%	5.5%	-8.9%	-0.4%	2.0%	-0.2%	6.0%	-10.7%	0.1%	17.1%
COc1ccc(CCC(=O)Nc2ncc(C)s2)cc1OC	10.0%	3.2%	33.2%[activator]	-1.7%	3.7%	-9.0%	-0.7%	-3.3%	-14.7%	-6.5%	0.1%
COc1cccc(Nc2ncnc3sccc23)c1	-2.2%	3.1%	2.0%	16.9µM*	?	14.8%	?	6.7%	-9.3%	?	?
CCOC(=O)C1CCN(c2c(NCCN(CC)c3ccccc3)c(=O)c2=O)CC1	1.2%	-3.2%	-9.7%	0.1%	-4.3%	0.0%	-0.7%	2.0%	-8.3%	-4.4%	4.5%
Cn1c(SCC(=O)N2CCCC2)nc2ccccc2c1=O	.	-1.0%	-2.9%	0.4%	-2.6%	0.6%	5.0%	-0.5%	-16.3%	-34.7%[inhibitor]	-2.7%
COc1ccc(CCNC(=O)c2cc3c(=O)n4ccccc4nc3n(CC3CCCO3)c2=N)cc1OC (configuration not stated)	-2.5%	?	12.8%	2.8%	5.8%	-7.2%	-4.2%	6.5%	0.5%	.	-2.3%
COc1cc(/C=C/C(=O)OCC(=O)N2CCc3ccccc3C2)ccc1O	0.8%	?	18.6%	-5.2%	-4.1%	-0.6%	-3.6%	?	-2.9%	-7.9%	1.5%
Cc1ccc(SCC(=O)OCC(=O)NCCCc2ccccc2)cc1	0.2%	.	.	5.0%	-1.1%	0.2%	-3.6%	.	.	1.9%	-4.9%
Cc1ccccc1NC(=O)CCC(=O)OCCCC(F)(F)C(F)(F)F	3.2%	1.0%	-3.0%	0.1%	1.7%	-1.7%	-0.3%	-14.7%	0.0%	-10.8%	8.2%
O=C(O)c1ccc(S(=O)(=O)N(Cc2cccs2)CC2CCCO2)cc1 (configuration not stated)	1.9%	.	16.3%	4.3%	5.0%	-2.4%	-15.1%	?	-7.1%	-0.7%	14.7%
CCOc1ccc(NC(=O)CN(C)CC(=O)NC(C)c2ccccc2)cc1OCC (configuration not stated)	12.5%	.	27.7%	-2.6%	0.6%	-0.4%	-1.3%	-0.3%	2.8%	-5.9%	0.5%

Individual results from the list.
Rab9 promoter act, Cn1c(SCC(=O)N2CCCC2)nc2ccccc2c1=O is entered as 5.0%
NPC1 prom act, CCOc1ccc(NC(=O)CN(C)CC(=O)NC(C)c2ccccc2)cc1OCC (configuration not stated) is entered as 0.6%

(listing goes on)
SMILES	uPA generation	MBNL1-CUG inh	MLL CXXC-DNA inh	FLuc counter	NPC1 prom act	ELG1 genotox	Rab9 promoter act	RORgamma inh	Gal4-VP16 FLuc	p53 reactivation	BRCA1 expr act
O=C(CCN1C(=O)c2ccccc2S1(=O)=O)NCc1ccccc1	-6.6%	.	.	-1.7%	5.4%	0.3%	4.8%	.	.	9.6%	11.9%
Cc1cc(Nc2cc(Cl)cc(Cl)c2)nc(N)n1	-15.0%	-6.1%	12.4%	-14.2%	1.8%	8.9%	-5.3%	23.9%	-1.2%	-3.6%	-18.3%
CCOC(=O)c1nnn(-c2nonc2N)c1-c1ccc(F)cc1	4.7%	.	-5.8%	1.4%	-7.6%	3.2%	0.9%	16.2%	2.5%	-5.5%	-16.6%
COc1ccc(C(=O)/C=C2\Sc3ccccc3N2C)cc1	-11.8%	143.2%[activator]	5.6%	1.2µM*	0.708µM*	1.64µM*	0.891µM*	?	?	3.0%	2.6%
Cc1ccc(S(=O)(=O)NCc2ccc(C(=O)NCCN(Cc3ccccc3)C(C)C)cc2)cc1	-5.3%	-7.1%	-4.9%	-6.2%	-5.0%	-3.3%	-7.2%	6.7%	-5.9%	9.4%	-39.5%
Cc1ccc(-c2csc3ncnc(-n4nnc5ccccc54)c23)cc1	-4.1%	-2.8%	9.4%	4.0%	0.6%	-3.0%	-6.0%	-8.2%	20.1%	-6.9%	-46.0%
CCOC(=O)C1(Cc2ccc(OC)cc2)CCN(C(=O)CC2CCC(=O)N2)CC1 (configuration not stated)	-4.0%	-8.1%	-2.9%	-18.0%	6.1%	2.3%	-1.8%	-1.0%	-16.9%	-0.8%	0.6%
NC(=O)CSc1nnc(CNc2ccc(F)cc2)n1CC1CCCO1 (configuration not stated)	1.6%	-3.6%	5.0%	-0.4%	5.8%	0.9%	0.1%	-12.2%	2.6%	-8.3%	0.0%
Cc1nc2ncnn2c(C)c1C/C=C/c1ccccc1	0.2%	-4.8%	-4.1%	1.6%	-1.4%	1.5%	0.2%	-9.0%	-5.5%	-4.7%	-35.7%
O=C(Nc1ccccc1NC(=O)c1ccc(F)cc1)c1ccc(F)cc1	10.1%	-4.1%	-2.3%	-0.5%	-3.6%	-2.4%	-2.8%	-4.8%	4.4%	8.7%	-4.9%
CCn1ncc(Br)c1C(=O)Nc1ccc(F)cc1F	-6.0%	-1.0%	10.8%	10.5%	-4.1%	-7.1%	-4.6%	5.8%	14.6%	8.5%	6.7%
COc1ccc(/C=C/C(=O)c2ccccc2)cc1COc1ccc(F)cc1	.	3.4%	1.9%	9.53µM*	-2.4%	-2.3%	-5.3%	?	-4.1%	9.7%	-62.2%
